# High-throughput results (PubChem BioAssay)
# Arrestin-AP2 inh = blocks beta-arrestin peptide binding to AP2 adaptin. hit rate 0.31% among 340,000. FITC-arrestin peptide / GST-AP2 beads, flow cytometry; AP2 beta2 appendage carries R879A mutation. inhibition, % at 10 µM;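 active means inhibition above a set limit, near 3 SD of compounds lacking own fluorescence, cut at about 54% in these data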;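 further: plate controls were DMSO wells for no effect and 5 µM unlabelled arrestin peptide for full effect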
#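 System: GST-AP2 R879A bound to glutathione beads, E. coli-expressed. Also added: 50 nM FITC-arrestin peptide. Schedule: compound with beads 12 min RT, then probe 1 h RT. Signal: bead flow cytometry, FITC channel. Read-out basis: percent response.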
# DAGLB inhibitor = blocks human DAGLB lipase activity; Q8NCG7; HEK293T DAGLB membrane lysate, EnzChek fluorogenic substrate; inhibition, % at 5.17 µM; hit rate 0.059% among 340,000; AID 504411; in the data active means inhibition above about 34%;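 further: 0% = enzyme with vehicle and 100% = wells lacking enzyme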
# PKA-R2B act = PKA-R2B complex activation | P22694+P31323 | PKA-R2B holoenzyme dissociation, Cy5-IP20 fluorescence polarization; R2B truncated from residue 108, S112A mutant; 0% DMSO only, 100% 113 µM cGMP | activation, % at 11.4 µM | hit rate 0.079% among 340,000;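 active means activation above a cutoff set at the mean over all compounds plus 3 SD, cut at about 18% in these data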;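 further: higher means more holoenzyme dissociation and a rise in polarization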
# NSD2 inh = inhibitors of human histone methyltransferase NSD2. O96028. NSD2 peptide methylation, AlphaScreen, 120 min. inhibition, % at 12.5 µM. hit rate 0.54% among 310,000. AID 743445; in the data active means inhibition above about 50%
# PvdQ inh = P. aeruginosa PvdQ acylase inhibition; purified PvdQ acylase, fluorescence plate reader; inhibition, % at 10 µM; hit rate 0.063% among 340,000; AID 488965; in the data active means inhibition above about 30%, passing the limit was not always enough;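 further: 0% = vehicle neutral wells and 100% = reference inhibitor wells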
# C-LANA FP = blocks KSHV LANA C-terminal domain binding to DNA. inhibition, % at 9 µM. MBP-C-LANA/FAM-LBS DNA binding, fluorescence polarization. hit rate 0.078% among 340,000;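 active means highest replicate inhibition at or above 60% at 9 µM, even if other replicates fall short; inactive means all replicates below 60% inhibition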;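 further: 0% = neutral control wells and 100% = 4 µM acridine orange control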
# RTF Ca sens inh = cardiac RTF calcium desensitization; IANBD-labeled cardiac RTF, Ca2+ fluorescence; hit rate 0.12% among 340,000; P19429+P45379; inhibition, % at 7.15 µM;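 active means inhibition above the mean inhibition of all tested compounds plus 3 SD, cut at about 17% in these data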;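 further: assay run at fixed EC70 calcium of 1.6 mM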
# Keap1 Nrf2 FP = inhibitors of human Keap1-Nrf2 protein-protein interaction. hit rate 0.15% among 340,000. Q14145. Keap1 Kelch-Nrf2 peptide fluorescence polarization, 1536-well. AID 504523. inhibition, % at 9.4 µM; in the data active means inhibition above about 12%;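 further: human Keap1 Kelch domain with fluorescein labeled Nrf2 9mer peptide probe; 0% = neutral control wells and 100% = peptide positive control; higher means more block of Keap1 binding to Nrf2 peptide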
# SR-BI DiI-HDL act = activators of SR-BI mediated HDL lipid uptake | CHO ldlA[mSR-BI] cells, DiI-HDL uptake fluorescence, 3 h; 100 = double the neutral-control signal | activation, % at 12.5 µM | hit rate 0.096% among 320,000 | AID 504775;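 active means mean replicate activation of at least 60% and every replicate at or above 60%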;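 further: 0% = median plate neutral-control signal and 100% = twice that signal; values of inactives mirror those of a sister screen read the other way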
#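 Test system: SR-BI-overexpressing, LDLR-lacking CHO cells; Medium: Ham's F12 with 0.5% BSA, HEPES 25 mM, pH 7.4; Schedule: 3 h, 37 °C; Technique: bottom-read fluorescence, 550/595 nm.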
# SR-BI DiI inh = inhibitors of mouse SR-BI mediated HDL lipid uptake; ldlA[mSR-BI] CHO cells, DiI-HDL uptake fluorescence, 3 h; AID 488896; hit rate 0.96% among 320,000; Q61009; inhibition, % at 12.5 µM;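 active means mean replicate inhibition of at least 70% and a set share of replicates each scoring 70 or more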;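 further: 0% = median of neutral control wells and 100% = median of positive control wells; values of inactives mirror those of a sister screen read the other way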
# The depositor's hits bear a star; . = not tested or not shown.
(1) COc1cccc(C(=O)n2ccc(-c3cccs3)n2)c1
(2) CCC(=O)N1CCN(c2cc(NCC3CCCO3)c(F)cc2[N+](=O)[O-])CC1 (centres undefined)
(3) O=C(CCCN1C(=O)c2ccccc2C1=O)Nc1nccs1
(4) CCCCn1c(N)c(N(CCOC)C(=O)c2ccc3c(c2)OCCO3)c(=O)[nH]c1=O
(5) C=CCN1C(=O)/C(=C2/Sc3ccc(OC)cc3N2C)SC1=Nc1cccc(O)c1
(6) CC(C)CC(=O)Nc1nnn(C)n1
assay / compound	1	2	3	4	5	6
Arrestin-AP2 inh	5	-1	2	-10	16	-3
DAGLB inhibitor	5	1	-3	2	4	0
PKA-R2B act	0	-8	-8	2	0	-7
NSD2 inh	-6	-2	0	0	-5	11
PvdQ inh	-23	-6	-15	-9	-7	-17
C-LANA FP	-1.3	0.6	1.8	0.4	0.9	0.0
RTF Ca sens inh	-5	1	-9	-2	-3	-8
Keap1 Nrf2 FP	-7	-6	3	1	-3	-2
SR-BI DiI-HDL act	-11	-29	3	2	-102	25
SR-BI DiI inh	11	29	-3	-2	102*	-25

(7) COc1ccc(N2CCN(C(=O)Cc3ccc(OC)c(OC)c3)CC2)cc1
(8) CC(C)=CCC/C(C)=C/C(=O)O
(9) CC1CCN(C(=O)COC(=O)c2ccccc2C(=O)c2ccccc2)CC1
(10) COc1ccc(CNC(=O)CCCNC(=O)c2ccc(Cl)cc2)cc1OC
(11) COc1cc(/C=N/NC(=O)c2sc(N)c(C#N)c2C)cc(Br)c1O
(12) O=C(/C=C/c1cccs1)Nc1cccc(NC(=O)/C=C/c2cccs2)n1
assay / compound	7	8	9	10	11	12
Arrestin-AP2 inh	18	-3	-16	28	3	21
DAGLB inhibitor	4	-2	-1	-1	0	0
PKA-R2B act	-4	-7	-4	-8	2	-6
NSD2 inh	2	.	-2	-4	2	-3
PvdQ inh	-5	-4	-15	-1	-10	4
C-LANA FP	-6.9	0.9	1.2	-2.8	-3.9	-2.7
RTF Ca sens inh	-8	4	-3	-5	-15	0
Keap1 Nrf2 FP	3	-3	5	-2	-4	-6
SR-BI DiI-HDL act	-15	2	-18	14	-36	-53
SR-BI DiI inh	15	-2	18	-14	36	53

(13) O=C(NCc1ccccc1)C1COc2ccccc2O1 (centres undefined)
(14) COC(=O)c1ccc(C(C(=O)NC2CCCCC2)N(Cc2ccccc2)C(=O)Cc2cccs2)cc1 (centres undefined)
(15) CN(C)C(=O)N1CCCC(C(=O)NCc2ccc(F)cc2Cl)C1 (centres undefined)
(16) CCN(CC)S(=O)(=O)c1ccc(OC(C)C)c(N)c1
(17) COc1ccc(S(=O)(=O)NCC(=O)NCc2cc(=O)n(C)c(=O)n2C)cc1C
(18) CCOC(=O)Cn1c(=O)c2c(nc(Br)n2Cc2ccccc2Cl)n(C)c1=O
assay / compound	13	14	15	16	17	18
Arrestin-AP2 inh	19	6	-8	9	-10	-1
DAGLB inhibitor	0	-1	1	-1	2	-5
PKA-R2B act	2	0	7	10	-1	9
NSD2 inh	2	-2	0	-1	-9	-11
PvdQ inh	-5	-6	-9	-13	-17	7
C-LANA FP	-0.8	0.9	-1.0	-0.6	0.6	-2.8
RTF Ca sens inh	-3	-2	-4	-12	-5	-2
Keap1 Nrf2 FP	-2	-4	0	0	0	1
SR-BI DiI-HDL act	.	-19	6	16	9	-7
SR-BI DiI inh	-22	19	-6	-16	-9	7

# Taken from the listing, 11 compounds:
(5) C=CCN1C(=O)/C(=C2/Sc3ccc(OC)cc3N2C)SC1=Nc1cccc(O)c1
(6) CC(C)CC(=O)Nc1nnn(C)n1
(7) COc1ccc(N2CCN(C(=O)Cc3ccc(OC)c(OC)c3)CC2)cc1
(8) CC(C)=CCC/C(C)=C/C(=O)O
(9) CC1CCN(C(=O)COC(=O)c2ccccc2C(=O)c2ccccc2)CC1
(10) COc1ccc(CNC(=O)CCCNC(=O)c2ccc(Cl)cc2)cc1OC
(11) COc1cc(/C=N/NC(=O)c2sc(N)c(C#N)c2C)cc(Br)c1O
(12) O=C(/C=C/c1cccs1)Nc1cccc(NC(=O)/C=C/c2cccs2)n1
assay / compound	5	6	7	8	9	10	11	12
Arrestin-AP2 inh	16	-3	18	-3	-16	28	3	21
DAGLB inhibitor	4	0	4	-2	-1	-1	0	0
PKA-R2B act	0	-7	-4	-7	-4	-8	2	-6
NSD2 inh	-5	11	2	.	-2	-4	2	-3
PvdQ inh	-7	-17	-5	-4	-15	-1	-10	4
C-LANA FP	0.9	0.0	-6.9	0.9	1.2	-2.8	-3.9	-2.7
RTF Ca sens inh	-3	-8	-8	4	-3	-5	-15	0
Keap1 Nrf2 FP	-3	-2	3	-3	5	-2	-4	-6
SR-BI DiI-HDL act	-102	25	-15	2	-18	14	-36	-53
SR-BI DiI inh	102*	-25	15	-2	18	-14	36	53

(13) O=C(NCc1ccccc1)C1COc2ccccc2O1 (centres undefined)
(14) COC(=O)c1ccc(C(C(=O)NC2CCCCC2)N(Cc2ccccc2)C(=O)Cc2cccs2)cc1 (centres undefined)
(15) CN(C)C(=O)N1CCCC(C(=O)NCc2ccc(F)cc2Cl)C1 (centres undefined)
assay / compound	13	14	15
Arrestin-AP2 inh	19	6	-8
DAGLB inhibitor	0	-1	1
PKA-R2B act	2	0	7
NSD2 inh	2	-2	0
PvdQ inh	-5	-6	-9
C-LANA FP	-0.8	0.9	-1.0
RTF Ca sens inh	-3	-2	-4
Keap1 Nrf2 FP	-2	-4	0
SR-BI DiI-HDL act	.	-19	6
SR-BI DiI inh	-22	19	-6

# The list goes on:
(19) CC1CN(C(C)C)C(=S)NC1=O (centres undefined)
(20) COc1ccc(CC(=O)N2CCCC(C)C2)cc1 (centres undefined)
(21) O=C(OCC(=O)N1CCN(C(=O)c2ccco2)CC1)c1cc(=O)c2ccccc2o1
(22) COc1ccc2cc(C3CC(c4ccco4)=NN3S(=O)(=O)c3ccccc3)c(Cl)nc2c1 (centres undefined)
(23) COc1cc(C=O)ccc1OCc1ccccc1Br
(24) O=C(Nc1ccccc1F)c1cc2c(s1)-c1ccccc1S(=O)(=O)C2
assay / compound	19	20	21	22	23	24
Arrestin-AP2 inh	8	2	0	0	2	0
DAGLB inhibitor	3	0	-1	-1	-5	-8
PKA-R2B act	0	-3	-9	-2	-2	-2
NSD2 inh	-4	8	5	-1	-2	-1
PvdQ inh	-17	-4	-10	-7	-11	4
C-LANA FP	2.5	-0.5	2.0	-1.6	-1.8	-1.8
RTF Ca sens inh	-11	-15	-3	-2	-5	1
Keap1 Nrf2 FP	0	-6	0	-5	-10	3
SR-BI DiI-HDL act	11	53	-22	-7	-14	.
SR-BI DiI inh	-11	-53	22	7	14	.
